DTT redox prof: compounds producing H2O2 with reducing agent – biochemical, NIH compound library profiling, artefact control for MLSCN library redox annotation, primary screen; DTT-dependent redox cycling H2O2, phenol red/HRP absorbance; 100% = 100 µM peroxide control, 0% = buffer; activation, % at 10 µM; 200,000 compounds, 0.03% hits; AID 878, 2007;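 active = activation of at least 50% relative to the plate's high and low controls in the primary single-dose screen; inactive = activation below 50%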;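 also: compound incubated with DTT at 0.8 mM final as the reducing agent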
S1P3 antag: S1P3 receptor antagonists, primary screen, cell-based. inhibition, % at 4.98 µM. Sphingosine 1-phosphate receptor 3 (Homo sapiens), Q99500. 170,000 compounds, 0.27% hits. CHO S1P3 NFAT-BLA reporter, FRET fluorescence, antagonist mode;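 active = inhibition above the plate cutoff, the mean inhibition of test wells on that plate plus 3 SD, cut at about 28% in these data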;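 also: cells challenged with S1P at its EC80 of 0.8 µM; blue over green emission ratio from cleaved BLA substrate after 4 h stimulation; 0% = S1P-stimulated wells and 100% = unstimulated DMSO-only wells; some compounds past the cut are filed as inactive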
Target sequence (Q99500 whole entry, looked up): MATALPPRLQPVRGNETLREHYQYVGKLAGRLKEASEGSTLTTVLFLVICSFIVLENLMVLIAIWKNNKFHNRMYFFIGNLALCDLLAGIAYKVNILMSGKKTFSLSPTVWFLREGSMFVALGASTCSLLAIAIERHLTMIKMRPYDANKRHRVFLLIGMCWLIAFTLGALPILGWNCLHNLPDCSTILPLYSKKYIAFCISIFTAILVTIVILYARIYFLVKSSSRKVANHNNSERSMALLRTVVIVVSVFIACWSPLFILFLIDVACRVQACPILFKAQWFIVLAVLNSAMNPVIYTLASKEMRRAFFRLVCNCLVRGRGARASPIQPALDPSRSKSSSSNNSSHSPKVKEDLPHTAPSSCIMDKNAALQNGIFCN
PMI act hi M6P: human PMI activators, high substrate, primary screen, biochemical, fluorescence intensity, near-saturating mannose 6-phosphate; Mannose-6-phosphate isomerase (Homo sapiens), P34949; AID 1216, 2008; coupled PMI enzyme assay, resazurin fluorescence, 20 min; stronger effect = higher value; 1 = untreated enzyme, 0 = substrate-free blank; 190,000 compounds, 0.34% hits; activation factor at 20 µM;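 active = activation factor of 2 or more at 20 µM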
Target sequence (P34949 whole entry, looked up): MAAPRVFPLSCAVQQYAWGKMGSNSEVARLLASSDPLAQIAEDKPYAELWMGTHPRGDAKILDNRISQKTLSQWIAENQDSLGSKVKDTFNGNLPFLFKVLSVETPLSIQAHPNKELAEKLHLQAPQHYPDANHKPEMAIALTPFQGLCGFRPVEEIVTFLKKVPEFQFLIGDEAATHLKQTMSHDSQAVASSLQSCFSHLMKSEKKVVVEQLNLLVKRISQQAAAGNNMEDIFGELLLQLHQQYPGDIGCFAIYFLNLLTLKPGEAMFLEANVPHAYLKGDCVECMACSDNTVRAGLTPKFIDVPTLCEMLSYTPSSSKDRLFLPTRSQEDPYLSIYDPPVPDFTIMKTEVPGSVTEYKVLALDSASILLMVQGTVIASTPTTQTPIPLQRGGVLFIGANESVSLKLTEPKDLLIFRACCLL
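Test system: human phosphomannose isomerase with PGI, G6PDH, diaphorase coupling enzymes; amount: 15 ng/mL PMI; incubation: enzyme reaction with compound 20 min at room temperature; technique: resorufin fluorescence (Ex 544/Em 590 nm) from resazurin via diaphorase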
Hsp70 activator: Hsp70 transcriptional activators, primary screen, cell-based, HeLa, Hsp70 promoter luciferase, luminescence, 10 µM; HeLa Hsp70 promoter luciferase reporter; scaled: vehicle 0, proteasome-inhibitor control 100%; activation, % at 10 µM; 200,000 compounds, 0.04% hits; AID 1203, 2008;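 active = activation above the mean across all tested compounds plus 3 SD, cutoff set per campaign, cut at about 5.5% in these data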;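 also: 100% = MG132 at 30 µM as the positive control and 0% = DMSO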
Efa HMGR inh: inhibitors of E. faecalis class II HMGR, primary screen, biochemical, Enterococcus faecalis; purified E. faecalis HMGR, NADPH absorbance 340 nm kinetic; HMG-CoA reductase (Enterococcus faecalis, mvaE); AID 1066, 2008; inhibition, % at 10 µM; 190,000 compounds, 0.41% hits;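 active = inhibition above a set limit, the median over all tested compounds plus 3 SD, cut at about 9.5% in these data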;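 also: enzyme runs in reverse so mevalonate oxidation gives rising NADPH absorbance; 0% = complete reaction with DMSO and 100% = background rate lacking mevalonate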
RAM network inh: inhibitors of the yeast RAM network, primary screen, dse1pr::URA3 reporter, 5-FOA selection | inhibition, % at 50 µM | 190,000 compounds, 1.8% hits | S. cerevisiae dse1pr::URA3 reporter, 5-FOA growth OD615, 2 d; analog-sensitive cbk1-as2 kinase mutant strain;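 active = inhibition above a set limit, 3 SD over mean compound inhibition, cut at about 8.4% in these data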;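 also: 0% = DMSO-only wells with no growth and 100% = 10 µM 1-NA-PP1 full growth; inhibition rescues growth on 5-FOA so higher OD means more RAM inhibition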
Lmaj promast: Leishmania major promastigote growth inhibition, primary screen. 200,000 compounds, 9% hits. inhibition, % at 10 µM. Leishmania major promastigotes, resazurin fluorescence viability; in the data active = inhibition above about 50%;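 also: promastigotes grown with compound for 44 hours at 28 °C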
TNAP inh noacc: human TNAP enzyme inhibitors, primary screen, biochemical, luminescent, no phosphate acceptor, uHTS. Alkaline phosphatase, tissue-nonspecific isozyme (Homo sapiens), P05186. purified TNAP, CDP-star luminescence, 30 min. inhibition, % at 20 µM. 200,000 compounds, 0.26% hits. AID 1012, 2008;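 active = tissue-nonspecific alkaline phosphatase inhibition above about 50% at 20 µM in the single-dose screen, limit read from the data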;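 also: 0% = DMSO negative control and 100% = EDTA positive control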
TNAP inh hiacc: human TNAP enzyme inhibitors, primary screen, biochemical, luminescent, high phosphate acceptor level, uHTS | Alkaline phosphatase, tissue-nonspecific isozyme (Homo sapiens), P05186 | purified TNAP, CDP-star luminescence, 1 M DEA | inhibition, % at 20 µM | 200,000 compounds, 0.03% hits;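 active = over 50% inhibition of tissue-nonspecific alkaline phosphatase at 20 µM in the single-dose screen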;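 also: plate controls were DMSO wells for no effect and EDTA-quenched wells as full inhibition for full effect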
PMI act: activators of human PMI, primary screen, biochemical, fluorescence intensity, near-Km mannose 6-phosphate. 190,000 compounds, 0.005% hits. purified human PMI, coupled resazurin fluorescence, 20 min; stronger effect = higher value; 1 = vehicle control, 0 substrate-free wells. activation factor at 20 µM. Mannose-6-phosphate isomerase (Homo sapiens), P34949;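 active = activation factor of 2 or more at 20 µM, relative to plate controls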
Numbers without * were called inactive; . = no result given.

SMILES	DTT redox prof	S1P3 antag	PMI act hi M6P	Hsp70 activator	Efa HMGR inh	RAM network inh	Lmaj promast	TNAP inh noacc	TNAP inh hiacc	PMI act
CCOc1ccc(S(=O)(=O)Oc2ccc3ccccc3c2)cc1	1.3	-8	1	-0.3	0	4.6	-4	-8	-3	0.9
CC(C)OC(=O)NCCOC(=O)Nc1ccc(Cl)c(Cl)c1	-0.2	.	1	-0.2	-3	-2.3	-1	-3	2	1
C(=N/Nc1nccs1)/c1cccnc1	0.0	-22	1.1	-0.2	0	1.9	-1	-8	1	1.1
Cc1noc(C)c1CSc1nc2ccccc2c(=O)n1-c1ccc(Cl)cc1	0.0	.	1	-0.3	-5	4.1	18	-16	-2	1
Cc1ccc(S(=O)(=O)N(CC(=O)NC2CCCC2)c2cccc(C)c2)cc1	-0.1	-2	1	-0.2	5	0.8	9	-9	-3	1.1
Cc1c(C(=O)N/N=C/c2ccc(N3CCOCC3)cc2)nc2ccccn12	-2.1	2	0.9	-0.3	-4	2.5	1	-20	-4	0.9
CCN(CC)CCN1C(=O)c2oc3ccccc3c(=O)c2C1c1ccc(F)cc1 (stereo unspecified)	-5.5	6	1	-0.4	-1	0.4	1	0	-4	1
CC12CN(C(=S)Nc3ccccc3)CC(C)(CN(C(=S)Nc3ccccc3)C1)C2=O	-1.0	5	0.9	-0.1	-7	0.9	-2	1	2	0.9
COC(=O)Cn1c(=NC(=O)CN2C(=O)CCC2=O)sc2cc(S(N)(=O)=O)ccc21	0.0	-2	1.2	0.1	-4	3.2	-7	-12	-1	1.1
Cc1ccc(CC2SC(=Nc3ccccc3)N(c3ccccc3)C2=O)cc1 (stereo unspecified)	-0.1	16	0.9	-0.5	0	7.4	53*	-6	-3	0.9
COCCOC(=O)C1=C(C)NC2=C(C(=O)CC(c3cccs3)C2)C1c1ccsc1 (stereo unspecified)	2.9	-4	0.8	-0.2	-1	5.2	4	-20	-3	0.9
O=c1[nH]c2cc3c(cc2cc1CN(Cc1ccco1)C(=S)NCC1CCCO1)OCCO3 (stereo unspecified)	0.2	-1	.	0.1	-5	1.9	-4	-4	0	.
CC(C)c1ccc(S(=O)(=O)c2nnn3c2nc(N2CCCCC2)c2ccccc23)cc1	1.2	-14	0.9	-0.1	-4	3.6	29	-5	7	0.8
CCOc1ccc(NC(=O)CN(C)CC(=O)Nc2ccccc2SC)cc1OCC	0.1	-27	0.9	-0.5	-4	-0.8	0	-6	-1	0.9
Cn1cc(C(=O)NC2C3CC4CC(C3)CC2C4)cn1 (stereo unspecified)	0.0	-7	1	-0.3	5	0.8	-9	-8	-5	1.1
COc1cc(/C=N\Nc2nc3ccccc3[nH]2)cc(OC)c1OC	-4.0	.	1.5	-0.4	0	-0.3	57*	-11	-4	1.3
COc1ccc2c(c1)C1NC(=S)NC(C)(O2)C1C(=O)Nc1ccc(C)cc1C (stereo unspecified)	-0.1	1	0.9	-0.3	1	2.4	2	-8	1	1
Nc1nc(-c2nonc2N)no1	-2.1	-8	1	-0.1	-1	0.4	-5	-2	1	1
COCCCNC(=O)CCc1nc(-c2ccccc2Cl)no1	3.5	-5	1	0.0	0	0.8	4	-4	-2	1
CC(=O)Oc1ccc(C2C3=C(CC(C)(C)CC3=O)Nc3cc4c(cc32)OCCO4)cc1 (stereo unspecified)	-2.6	-7	1	-0.1	0	4.1	4	-12	-4	1
Nc1nnc(SCC(=O)Nc2ccccc2N2CCOCC2)s1	0.1	-12	1	-0.1	1	2.2	-2	-14	-5	1
Fc1ccc(CNc2nc(-c3ccccc3)nc3ccccc23)cc1	-0.1	10	0.9	-0.3	0	0.1	69*	-2	-6	0.8
O=[N+]([O-])c1ccc(N/N=C2/CCCCC2c2ccccn2)c([N+](=O)[O-])c1 (stereo unspecified)	0.9	5	1.7	-0.5	-3	-0.4	2	10	4	1.5
CC(NC(=O)C1C2C=CC(C2)C1C(=O)O)c1ccccc1 (stereo unspecified)	1.1	-12	1	-0.2	-5	1.3	-6	-12	-3	0.9
CN1/C(=C/C(=O)C2CC2)C(C)(C)c2ccccc21	-1.3	10	1.1	-0.3	-13	-0.4	10	-10	-2	1.1
COc1ccc(NC(=O)CSc2ncnc3c2nnn3-c2ccc(F)cc2)c(OC)c1	-9.9	-33	1.2	-0.1	-3	1.3	2	-1	-4	1.1
CCCn1nc(NC(=O)CC(C)C)c2cc3ccccc3nc21	-0.5	.	0.9	-0.3	-6	2.4	12	-16	-8	0.9
Cc1ccc(C(C)C)c(OCc2ccc(C(=O)N/N=C/c3ccc(O)cc3O)cc2)c1	1.1	-9	1	-0.7	-9	4.3	100*	-12	4	1.1
Cn1[nH]c(C(F)(F)F)c(C=Nc2ccc(Cl)cc2)c1=O	-1.8	-15	0.9	-0.1	-8	0.5	0	35	-2	1.2
CCn1c(SCC(=O)N2CCOCC2)nc2c(c1=O)SC(C)C2 (stereo unspecified)	2.6	-25	1.1	-0.2	-4	-0.8	4	-4	-5	1

Exported as labelled records: 2 of the compounds above
> COc1ccc2c(c1)C1NC(=S)NC(C)(O2)C1C(=O)Nc1ccc(C)cc1C (stereo unspecified)
  DTT redox prof: -0.1; S1P3 antag: 1; PMI act hi M6P: 0.9; Hsp70 activator: -0.3; Efa HMGR inh: 1; RAM network inh: 2.4; Lmaj promast: 2; TNAP inh noacc: -8; TNAP inh hiacc: 1; PMI act: 1
> Nc1nc(-c2nonc2N)no1
  DTT redox prof: -2.1; S1P3 antag: -8; PMI act hi M6P: 1; Hsp70 activator: -0.1; Efa HMGR inh: -1; RAM network inh: 0.4; Lmaj promast: -5; TNAP inh noacc: -2; TNAP inh hiacc: 1; PMI act: 1

(next part)
SMILES	DTT redox prof	S1P3 antag	PMI act hi M6P	Hsp70 activator	Efa HMGR inh	RAM network inh	Lmaj promast	TNAP inh noacc	TNAP inh hiacc	PMI act
CCOc1cc2c3c(c1)C(C)=CC(C)(C)N3C(=O)C2=O	-0.6	-9	0.8	-0.3	-1	1.9	41	2	4	0.8
CC(C)C(NC(=O)OCc1ccccc1)C(=O)NCC(=O)OC(C)(C)C (stereo unspecified)	2.6	21	1	0.0	-8	1.3	-4	-8	-5	0.9
Cc1ccc(C(=O)Cn2nnc3ccccc32)cc1	1.2	.	0.9	-0.3	0	-1.4	-7	-7	-3	1
CCOC(=O)C(C(=O)OCC)C1OC(=O)c2cc3c(cc21)C(=O)OC3C(C(=O)OCC)C(=O)OCC (stereo unspecified)	-0.8	-1	1	0.2	-2	-0.9	1	-6	-3	1
CCNC(=O)CN(c1ccc(Br)c(C)c1)S(C)(=O)=O	-1.4	8	1	0.0	-2	2.0	-1	-8	-5	1
O=C(Nn1c(-c2ccc(Br)cc2)nc2ccccc2c1=O)c1ccc([N+](=O)[O-])cc1	-0.6	-3	0.9	-0.5	-2	4.1	1	-20	-4	0.9
CCN(C(=O)CSc1nnc(Nc2ccccc2)s1)C1CCS(=O)(=O)C1 (stereo unspecified)	-1.1	-6	1	-0.2	-11	1.8	58*	0	4	1
COc1ccc(CN2CCn3ncc(C(=O)Nc4ccc(Cl)cc4Cl)c3C2=O)cc1	2.0	.	1.1	-0.3	0	3.8	-4	-12	-5	1
O=C(c1cccnc1)N1N=C(c2cccs2)CC1c1ccc(F)cc1 (stereo unspecified)	-0.4	5	1.4	-0.1	-2	0.4	23	1	3	1.3
Cc1ccc(S(=O)(=O)NC(=O)N2CCCC(C)(C)C2)cc1	0.3	-7	0.9	0.3	-7	1.3	-4	-3	-2	1
COc1ccc2nc(SCC(=O)Nc3c(C)cccc3C)[nH]c2c1	2.6	.	0.9	-0.2	0	1.1	3	-6	-2	0.9
CCOc1ccccc1NC(=O)N1CCC(c2nc3ccccc3[nH]2)CC1	2.6	22	1	-0.2	0	1.4	-1	-13	-3	0.9
Cc1ccccc1CN(C)CC(=O)Nc1c(C)cccc1C(C)C	1.6	-12	1	0.8	-3	0.6	21	4	-3	1
CCOC(=O)c1[nH]c(C)c(CN(C(C)=O)c2ccc(OCC)cc2)c1C	-0.7	-12	0.9	0.0	-2	-0.1	10	-2	-2	1
CCN(C(=O)CSc1nnc2ccccn12)C1CCS(=O)(=O)C1 (stereo unspecified)	-0.7	-3	1	-0.1	-6	0.9	-5	-5	-1	1
N#CCCn1nc(-c2ccccc2)cc1-n1c(C(F)(F)F)nc2ccccc21	-2.9	12	0.9	0.0	-5	2.8	22	-14	-5	0.8
CC(C)CNC(=S)Nc1ccc(Oc2ccccc2)cc1	0.7	7	1	-0.3	1	2.8	1	0	-5	0.9
COC(=O)c1c(NS(C)(=O)=O)sc2c1CCCC2	1.1	.	1.7	-0.1	1	0.4	-11	-2	-8	1.4
COc1cc2c(cc1OC)C(C1C(=O)CC(C)CC1=O)N(C(=O)CCl)CC2 (stereo unspecified)	-0.1	-13	1.1	-0.3	-9	1.1	0	-1	-1	1.2
COc1ccc(Cn2c(O)c(/C=N/NC(=O)c3cccnc3)c3ccccc3c2=O)cc1	0.3	1	0.7	-0.2	0	6.6	2	-58	8	1.1
COc1ccccc1C(=O)NC(CCSC)C(=O)OC(C)C(N)=O (stereo unspecified)	-0.3	-2	1	-0.2	0	0.1	-4	0	-4	1
S=C(Nc1ccccc1)Nc1cccc(Cl)c1Cl	-0.8	-16	1	0.2	-3	0.7	6	9	-6	0.9
Cc1cccc(Nc2nc3c(s2)CCCC3)c1	-0.2	10	0.9	0.1	-6	1.2	62*	0	0	0.8
COC(=O)c1ccc2c(c1)NC(=O)C(N1CCCC1)S2 (stereo unspecified)	0.8	.	1	0.0	4	1.9	0	-11	0	1
CC1(C)C(c2ccco2)=[N+]([O-])C2(CCCCC2=O)N1O (stereo unspecified)	0.9	.	1.2	0.0	-2	7.5	-8	-11	-1	1.2
Cc1ccc(NC(=O)c2cnc(N3CCN(c4ccccn4)CC3)c3ccccc23)c(Br)c1	-1.6	-18	0.9	-0.1	-4	0.5	26	-8	-3	1
Cc1ccccc1OCCOc1ccccc1C=C(C#N)C#N	-0.3	20	0.8	-0.3	-5	3.2	78*	-13	1	0.8
COC(=O)C(Cc1ccc(O)cc1)NC(=O)c1ccccc1 (stereo unspecified)	0.2	.	1	-0.2	-4	0.1	15	-8	0	0.9
CC(NC(=O)C1CCN(S(=O)(=O)c2cnc[nH]2)CC1)c1ccccc1 (stereo unspecified)	-0.2	-11	1	-0.3	-7	0.1	-3	-10	-2	1
O=C1C2C3C=CC(C3)C2C(=O)N1c1n[nH]c(CCc2ccccc2)n1 (stereo unspecified)	1.1	-21	0.8	0.2	-1	2.3	-7	68*	2	0.9
